From PubChem BioAssay
ERa SRC1 inh: ERα–SRC-1 coactivator interaction inhibitors, primary screen, biochemical, TR-FRET, ERα LBD, estradiol-bound. Estrogen receptor (Homo sapiens), P03372. TR-FRET ER-alpha LBD / SRC-1 peptide. inhibition, % at 25.6 µM. 86,000 compounds, 1.7% hits; in the data active means inhibition above about 50%;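 further: 0% = receptor plus peptide control and 100% = peptide only without receptor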
Target sequence (P03372 whole entry, looked up, the tested form may be a part): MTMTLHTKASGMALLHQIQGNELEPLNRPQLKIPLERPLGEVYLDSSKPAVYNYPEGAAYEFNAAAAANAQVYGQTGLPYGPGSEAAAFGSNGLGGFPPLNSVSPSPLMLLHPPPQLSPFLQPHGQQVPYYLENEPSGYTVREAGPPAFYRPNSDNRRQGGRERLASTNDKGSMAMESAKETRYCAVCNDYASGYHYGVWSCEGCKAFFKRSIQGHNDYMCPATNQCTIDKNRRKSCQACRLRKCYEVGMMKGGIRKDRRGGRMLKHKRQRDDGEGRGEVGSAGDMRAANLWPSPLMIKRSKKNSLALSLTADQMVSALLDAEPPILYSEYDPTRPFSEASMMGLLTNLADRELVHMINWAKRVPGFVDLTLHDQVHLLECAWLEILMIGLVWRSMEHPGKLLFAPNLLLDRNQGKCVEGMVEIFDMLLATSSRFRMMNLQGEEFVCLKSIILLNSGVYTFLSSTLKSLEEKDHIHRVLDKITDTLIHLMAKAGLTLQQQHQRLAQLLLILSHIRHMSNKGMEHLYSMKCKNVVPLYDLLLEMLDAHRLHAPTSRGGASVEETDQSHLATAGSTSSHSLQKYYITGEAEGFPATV
HUVEC inhibit: inhibitors of HUVEC proliferation, primary screen, cell-based, 384-well; CellTiter-Glo luminescence, 72 h; stronger effect = lower value; viability, % at 10 µM (by protocol); 86,000 compounds, 1.1% hits;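 active means viability at or below 30%; inactive means viability above 30%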;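 further: 100% = median luminescence of DMSO-only cell control wells on each plate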
H69AR growth 86K: proliferation blockers of H69AR lung cancer cells, primary screen, cell-based, human, 86K library. viability, % at 10 µM. H69AR lung tumor viability, ATP luminescence, 72 h; stronger effect = lower value. AID 598, 2007. 85,000 compounds, 6% hits;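 active means viability at or below 40%; inactive means viability above 40%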;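 further: multidrug resistant small cell line overexpressing MRP-1 efflux transporter; 100% = mean luminescence of untreated control wells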
ERa SRC1 pot: enhancers of ERα–SRC-1 coactivator binding, primary screen, biochemical, TR-FRET, ERα LBD, low estradiol; 86,000 compounds, 1.3% hits; TR-FRET ERalpha-LBD/SRC-Cy5 coactivator binding, 2 h; 100 = basal binding, no effect; AID 639, 2007; coactivator binding (% of control), % at 25.6 µM; in the data active means activity above about 200%;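 further: binding measured in presence of low estradiol as agonist stimulus; 0% = peptide alone without receptor and 100% = receptor with peptide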
Fibroblast inh: antiproliferative effect on LL 47 fibroblasts – human, LL 47 cells, CellTiter-Glo luminescence, primary screen | LL 47 human lung fibroblast viability, ATP luminescence; stronger effect = lower value | viability, % at 10 µM | 85,000 compounds, 1.1% hits;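 active means viability at or below 50% in the single dose screen; inactive means viability above 50%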;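 further: compound exposure lasted 72 h before the ATP readout; 100% = median luminescence of untreated cell-only wells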
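material = human LL 47 lung fibroblast cells | dosing = compounds added from tenfold dosing solution, 0.1% DMSO final | timing = overnight cell rest, 72 h compound treatment at 37 °C | measured by = CellTiter-Glo luminescence measuring cellular ATP | evaluation = % viability versus median cells-only luminescence | control set = cell-only wells, no compound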
CYP2C19 inhib: blockers of cytochrome P450 2C19 activity – biochemical, luminescence, ADME assay, primary screen; CYP2C19 Supersomes, luciferin-H EGE luminescence, 30 min; inhibition, % at 5 µM; P33261; 96,000 compounds, 21% hits; AID 778, 2007;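 active means CYP2C19 inhibition above a set limit at 5 µM in the primary screen, cut at about 50% in these data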;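 further: plate controls were negative control wells for no effect and 2.5 mM tranylcypromine positive control for full effect; values of inactives mirror those of a sister screen read the other way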
Target sequence (P33261 whole entry, looked up): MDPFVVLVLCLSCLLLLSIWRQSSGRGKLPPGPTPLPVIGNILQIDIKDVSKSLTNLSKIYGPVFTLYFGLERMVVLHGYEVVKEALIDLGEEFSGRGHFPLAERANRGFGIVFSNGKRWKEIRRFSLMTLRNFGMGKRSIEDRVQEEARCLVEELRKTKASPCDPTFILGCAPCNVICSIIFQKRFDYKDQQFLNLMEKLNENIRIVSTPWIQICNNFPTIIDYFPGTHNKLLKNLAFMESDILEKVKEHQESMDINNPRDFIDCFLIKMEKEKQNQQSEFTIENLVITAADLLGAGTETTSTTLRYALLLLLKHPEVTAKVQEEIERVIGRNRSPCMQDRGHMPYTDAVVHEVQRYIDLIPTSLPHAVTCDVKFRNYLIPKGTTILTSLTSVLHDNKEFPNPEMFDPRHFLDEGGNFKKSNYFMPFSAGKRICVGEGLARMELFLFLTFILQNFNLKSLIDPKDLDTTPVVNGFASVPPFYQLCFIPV
CD11b adhes enh: enhancers of CD11b/CD18 adhesion to fibrinogen, primary screen, K562 cells, luminescence; Integrin beta-2 (Homo sapiens) + Integrin alpha-M (Homo sapiens), P05107+P11215; 93,000 compounds, 0.07% hits; ATPlite luminescence; activation, % at 10 µM;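 active means 10 µM primary screen giving 50% or more activity, confirmed by 40% or more on retest at that dose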; further: strong numbers were not always called active
CYP2C19 activ: human CYP2C19 activators, primary screen, biochemical, luminescence. Cytochrome P450 2C19 (Homo sapiens), P33261. recombinant CYP2C19, luciferin-H EGE luminescence; stronger effect = higher value; 0 = fully inhibited enzyme, 1 = untreated enzyme. activation factor at 5 µM. 96,000 tested, under 10 active. AID 1025, 2008;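 active means activation factor of at least 2 at 5 µM in the primary screen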;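 further: 0 = wells with 2.5 mM tranylcypromine and 1 = vehicle-only wells; values of inactives mirror those of a sister screen read the other way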
Mac1 fbg inh: inhibitors of CD11b/CD18 adhesion to fibrinogen, primary screen, K562 cells, luminescence. AID 1497, 2009. inhibition, % at 10 µM. Integrin beta-2 (Homo sapiens) + Integrin alpha-M (Homo sapiens), P05107+P11215. 93,000 compounds, 0.54% hits. ATPlite luminescence; Mn2+ added to activate the integrin;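 active means primary inhibition of 50% or more at 10 µM, then 40% or more on retest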; further: some results filed as inactive read as strong as hits
* marks the source's active call; other numbers are inactive results; · = not tested or not shown; & = joins results of further samples; [ ] = dose if it differs, or a comment.

SMILES	ERa SRC1 inh	HUVEC inhibit	H69AR growth 86K	ERa SRC1 pot	Fibroblast inh	CYP2C19 inhib	CD11b adhes enh	CYP2C19 activ	Mac1 fbg inh
Cc1nc2nc[nH]n2c(=O)c1NC(=O)CC12CC3CC(CC(C3)C1)C2	2.1&-6.6[fluorescence artefact?]	97.4&88.9	100.8&99.7	100.3&101.4	100.6&95.4	-2.6&-0.2	-0.6	1&1	9.9
O=C(NC(c1ccccc1)c1ccccc1)C1CCCN(S(=O)(=O)c2cnc[nH]2)C1 (stereo not drawn)	-2.9	101.6	89.3	118.9	99.7	31.0	-5.4	0.7	-0.7
O=C(NC1CCCCC1)C1CC(O)CN1C(=O)OCc1ccccc1 (stereo not drawn)	-4.7	94.8	95.3	107.1	92.7	11.0	1.4	0.9	-2.7
Cc1ccn2c(-c3csc(NCc4ccccc4)n3)c(C)nc2c1	-3.0[fluorescence artefact?]	62.8	21.5*	80.8	85.3	·	·	·	·
COc1ccc(-c2[nH]c(-c3ccc4c(c3)OCO4)nc2-c2ccccc2)cc1	·	·	·	·	·	23.1	2.1	0.8	-10.2
CC1Cc2nc(SCC(=O)Nc3ccc4c(c3)OCCO4)n(C)c(=O)c2S1 (stereo not drawn)	25.6	84.0	76.7	82.8	87.8	6.2	1.7	0.9	8.2
COC(=O)CSc1nnc(-c2ccc(OC)cc2OC)o1	17.6	84.4	96.9	93.4	99.6	9.6	-4.1	0.9	-14.2
N#Cc1cc2c(nc1SCC(=O)N1CCCCC1)CCCC2	3.1	102.8	78.0	108.5	106.3	-9.2	5.0	1.1	-12.0
CCN(CC)c1ccc(C2C3CCCCC3(O)CCN2CC(=O)Nc2ccccc2)cc1 (stereo not drawn)	6.5	88.3	71.3	100.9	87.3	21.9	-3.0	0.8	9.5
O=C(CC(c1ccccc1)c1cc(Br)ccc1O)NCCN1CCOCC1 (stereo not drawn)	-4.0[fluorescence artefact?]	106.3	104.4	106.3	65.1	84.9*	6.4	0.2	24.9
CCC(C)Sc1nc(O)c(Cc2ccccc2)c(=O)[nH]1 (stereo not drawn)	0.5	103.5	107.3	83.8[fluorescence artefact?]	101.6	8.2	-4.7	0.9	4.4
O=[N+]([O-])c1ccc(Cl)cc1Sc1cccc2cccnc12	-8.0	90.5	78.2	93.6	82.0	·	·	·	·
CCn1cc(C(=O)NC2CCCCC2)c(=O)c2ccc(C)nc21	14.4	103.4	89.1	107.9[fluorescence artefact?]	107.4	6.4	0.6	0.9	-4.4
Cc1cc(NC(=O)c2c(Cl)cnn2C)no1	·	·	·	·	·	-3.7	-3.3	1	5.7
CC1CN(c2cc(=O)n(Cc3ccc(F)cc3)c(=O)[nH]2)CC(C)O1 (stereo not drawn)	-5.2	102.3	89.6	116.4	103.7	-11.0	-4.6	1.1	1.8
CCOC(=O)C1=C(C)Nc2nc(SC)nn2C1c1ccc(C(=O)OC)cc1 (stereo not drawn)	1.5	83.0	86.5	102.7	98.0	19.1	·	0.8	·
CCCOC(=O)c1ccc(NC(=O)C2C3C=CC(O3)C2C(=O)O)cc1 (stereo not drawn)	-3.0	91.8	107.8	109.9	99.1	34.1	1.0	0.7	-4.6
N#C/C(=C/c1cc(Br)cs1)C(=O)NCC1CCCO1 (stereo not drawn)	·	·	·	·	·	18.6	0.2	0.8	5.0
Cc1nn(Cc2ccccc2Cl)c(C)c1NC(=O)c1nc2ncccn2n1	-8.3	83.4	82.3	117.5	101.0	·	·	·	·
O=C(NC1CCCCC1)c1cccnc1C(=O)O	-3.1	98.2	96.9	116.6	96.7	5.5	·	0.9	·
Nc1nc(-c2ccc3c(c2)CCCC3)cs1	-67.8	79.6	84.1	107.4	89.8	14.7	-0.4	0.9	19.8
O=C(C/C=N/OCc1c(Cl)cccc1Cl)c1cnc(-c2ccccc2)s1	·	·	·	·	·	5.1	-4.0	0.9	-17.6
CCOC(=O)N1CCC(N(CCOC)C(=O)Nc2ccc(C)c(C)c2)CC1	-10.0	103.9	44.7	89.7	106.1	8.4	-1.8	0.9	5.1
COc1ccc(S(=O)(=O)N(CC(=O)N2CCOCC2)c2cc(Cl)ccc2OC)cc1OC	2.1	88.9	84.0	117.1	92.3	10.1	-2.6	0.9	-14.5
COc1ccccc1N1CCN(C(=O)CCCn2c(=O)[nH]c3ccsc3c2=O)CC1	·	·	·	·	·	11.6	-2.2	0.9	4.1

Additional structures:
SMILES	ERa SRC1 inh	HUVEC inhibit	H69AR growth 86K	ERa SRC1 pot	Fibroblast inh	CYP2C19 inhib	CD11b adhes enh	CYP2C19 activ	Mac1 fbg inh
Cc1cccc(OC(C)C(=O)N(Cc2cccs2)C2CCS(=O)(=O)C2)c1C (stereo not drawn)	2.7[fluorescence artefact?]	81.0	81.3	106.6[fluorescence artefact?]	100.1	95.0*	-2.1	0.1	-4.2
CCCCc1nnc(NC(=O)CCSc2ccccc2)s1	3.7	114.8	87.5	95.4	94.9	22.7	26.8	0.8	-4.2
Cc1ccccc1C1NC(=O)Cc2ccccc21 (stereo not drawn)	-1.1	88.3	90.7	93.2	98.5	33.3	-2.0	0.7	2.1
O=C(CCC(=O)N1CCN(S(=O)(=O)c2ccccc2)CC1)c1cccs1	31.6[fluorescence artefact?]	102.4	89.4	81.9	101.2	24.8	3.1	0.8	-18.4
O=C(c1ccco1)N1CCN(C(c2ccc(F)cc2)c2nnnn2CC2CCCO2)CC1 (stereo not drawn)	-0.3[fluorescence artefact?]	95.0	83.8	109.8[fluorescence artefact?]	101.1	-4.0	-0.3	1	-4.9
COc1cc(/C=C/C(=O)c2c(O)ccc3c(C)cc(=O)oc23)ccc1O	·	·	·	·	·	12.6	-0.9	0.9	-1.5
CCc1nnc(NC(=O)C2CCN(C(=O)NC3CCCCC3)CC2)s1	-13.5	98.4	94.8	114.3	94.1	26.7	·	0.7	·
COc1ccc(Nc2nc(C(=O)NCCCN3CCOCC3)cs2)cc1	-2.4	86.9	89.9	111.3	95.0	27.3	1.8	0.7	3.5
CCn1c(SCC(=O)N2CCN(c3ccccc3F)CC2)nnc1-c1ccoc1C	-26.4	108.1	102.4	124.6	102.7	53.6*	6.5	0.5	-5.2
Cc1cccc(-c2cc3nc(C)cc(NCCCn4ccnc4)n3n2)c1	-2.1	72.2	61.9	107.3	90.4	93.0*	-3.5	0.1	-0.7
COc1ccc(O)c(/C=N/c2sc(C)c(C)c2C#N)c1	1.2	81.0	70.4	103.4	105.1	14.7	37.2	0.9	-9.0
CN1CCN(CCC(=O)Nc2cccc(F)c2)CC1	-13.7	88.5	106.7	121.5	101.6	-1.1	-3.7	1	-5.1
CCOC(=O)C1=C(C)NC(=O)NC1c1ccsc1 (stereo not drawn)	1.6	101.1	101.8	94.2	104.2	24.8	-2.3	0.8	0.2
CC(C)Cc1nnc(NC(=O)CSc2nc(N)cc(=O)[nH]2)s1	-3.1	106.5	95.5	102.6	95.4	-6.4	-1.2	1.1	7.9
O=C(CSc1nnc(-c2ccco2)n1Cc1ccco1)N1CCOCC1	7.0	93.6	89.4	95.8	94.8	0.6	-0.2	1	-4.6
COc1cccc(-n2cnc3scc(-c4cccs4)c3c2=O)c1	-10.0	86.4	103.1	106.8	97.0	48.8	1.3	0.5	0.5
CCCS(=O)(=O)N1CCC(C(=O)NC2CCCCC2C)CC1 (stereo not drawn)	-5.8	102.8	107.0	91.1	97.3	3.4	-4.1	1	-6.7
CC1(C)Cc2nc(NCCN3CCOCC3)c(C#N)cc2CO1	0.9	104.0	90.0	80.1	99.9	-15.6	-2.0	1.2	1.7
CC(C)C(=O)N1C2CCC1CC(O)(c1ccc(F)cc1)C2 (stereo not drawn)	-9.3	103.5	92.2	101.2	92.6	-3.6	·	1	·
CCc1nnc(NC(=O)CSc2nnc(-c3ccco3)n2CC)s1	-1.5	89.8	87.5	92.8	100.7	38.6	-2.1	0.6	1.1
Cc1ccc(NC(=O)Cn2nc(C)cc2C)cc1	-7.5	105.6	103.4	123.5	95.1	16.2	-3.0	0.8	-9.4
Cn1c(-c2ccco2)nc2cc3ccccc3cc21	-2.2[fluorescence artefact?]	52.8	37.4*	83.1	66.9	53.3*	·	0.5	·
CC(C)(C)c1cc(C(=O)N2CCN(c3ncccn3)CC2)ccn1	-38.0	109.1	107.0	119.7	88.9	11.3	2.9	0.9	6.4
CC1(C)CC(=O)C2=C(C1)Nc1ccccc1N1C(=O)c3ccccc3C21 (stereo not drawn)	-2.6	100.8	88.6	104.6[fluorescence artefact?]	107.9	16.5	-7.2	0.8	-7.6
O=C(c1ccc(CS(=O)(=O)c2ccc(Br)cc2)o1)N1CCCC1	-2.8	94.5	95.9	82.4	94.6	26.1	0.9	0.7	3.0

The final 2 compounds of the section above are carried over, then new ones follow:
SMILES	ERa SRC1 inh	HUVEC inhibit	H69AR growth 86K	ERa SRC1 pot	Fibroblast inh	CYP2C19 inhib	CD11b adhes enh	CYP2C19 activ	Mac1 fbg inh
CC1(C)CC(=O)C2=C(C1)Nc1ccccc1N1C(=O)c3ccccc3C21 (stereo not drawn)	-2.6	100.8	88.6	104.6[fluorescence artefact?]	107.9	16.5	-7.2	0.8	-7.6
O=C(c1ccc(CS(=O)(=O)c2ccc(Br)cc2)o1)N1CCCC1	-2.8	94.5	95.9	82.4	94.6	26.1	0.9	0.7	3.0
COC(=O)c1cc(-c2ccc(Br)cc2)n[nH]1	0.2[fluorescence artefact?]	94.5	101.8	111.6	106.9	69.4*	-2.8	0.3	-2.1
Cc1ccc2c(c1)C(O)(CC(=O)c1ccc3c(c1)OCO3)C(=O)N2 (stereo not drawn)	-5.9	95.2	89.2	108.9	109.1	58.4*	-1.7	0.4	-26.4
COc1ccc(-c2ccc(-c3noc(-c4ccccc4F)n3)c(OC)n2)cc1	48.5[fluorescence artefact?]	72.7	68.1	240.8*[fluorescence artefact?]	103.5	0.6	33.0	1	1.8
Clc1ccc(C(c2nnnn2C2CCCC2)N2CCN(c3nc4ccccc4s3)CC2)cc1 (stereo not drawn)	-12.7	115.5	53.6	100.5	86.4	·	·	·	·
O=C(CCNS(=O)(=O)c1cccc2nsnc12)NC1CCCc2ccccc21 (stereo not drawn)	-13.1	87.0	95.1	98.6	95.2	31.7	-0.8	0.7	-17.1
COc1ccc(N2C(=O)CSC2c2ccc3c(c2)OCO3)cc1 (stereo not drawn)	-2.8	89.2	84.7	105.7	85.7	89.0*	-0.8	0.1	-7.9
O=C(Cn1cc(C(=O)C2CC2)c2ccccc21)NCc1ccccc1	-5.4	92.8	69.3	94.4	99.0	·	·	·	·
CC(=O)Nc1nonc1C(=O)N1CCC(C)CC1	6.4	95.4	99.0	108.5	90.9	·	·	·	·
CN(C)c1ccc(/C=C(\C#N)C(=O)Nc2nc3c(s2)CCN(Cc2ccccc2)C3)cc1	-6.5	23.5*	2.4*	118.7	82.5	46.3	27.0	0.5	5.3
COc1cc2[nH]c(=O)n(CCC(=O)N3CCN(c4cc(Cl)ccc4C)CC3)c(=O)c2cc1OC	87.9*[fluorescence artefact?]	2.0*	0.5*	40.0[fluorescence artefact?]	3.0*	·	·	·	·
